Compound activity as filed in PubChem.
D3 ag: qHTS of D3 Dopamine Receptor Agonist: qHTS. D(3) dopamine receptor (Homo sapiens), P35462. D3R DiscoveRx beta-arrestin cells, luminescence, 90 min. 0.58% of 410,000 active. AID 652048, 2013. max activation, %; in the data active = max activation above about 30%; also: 0% is about no effect; mostly tested at two doses, the higher about 12 µM
Target sequence (P35462 whole entry, looked up): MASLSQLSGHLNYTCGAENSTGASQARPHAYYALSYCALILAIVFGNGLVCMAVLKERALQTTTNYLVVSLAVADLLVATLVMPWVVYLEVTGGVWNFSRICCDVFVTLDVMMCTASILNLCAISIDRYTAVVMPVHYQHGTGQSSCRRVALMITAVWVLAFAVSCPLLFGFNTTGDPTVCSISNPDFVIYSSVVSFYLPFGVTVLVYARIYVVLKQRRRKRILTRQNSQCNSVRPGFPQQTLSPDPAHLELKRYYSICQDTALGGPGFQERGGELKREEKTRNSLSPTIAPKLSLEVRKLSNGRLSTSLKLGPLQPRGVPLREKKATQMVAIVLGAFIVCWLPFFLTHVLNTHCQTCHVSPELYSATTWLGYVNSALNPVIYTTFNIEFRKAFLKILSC
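Agonist mode: compounds and dopamine controls were applied to plated cells for 90 min at 37 degrees C after an overnight attachment at 1500 cells/well. Luminescent read-out followed 30 - 60 minutes at room temperature with DiscoveRx detection reagent.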
D3 antag: qHTS of D3 Dopamine Receptor Antagonist: qHTS; D3R cells, DiscoveRx beta-arrestin luminescence, antagonist mode; hits give low values; 2.5% of 360,000 active; AID 652054, 2013; max response, negative = inhibition, %; D(3) dopamine receptor (Homo sapiens), P35462; in the data active = max response below about -50%; inconclusive = no clear call, values can overlap the other calls; also: % is scaled to controls: 0 for no effect and ±100 for the full control effect; mostly tested at two doses, the higher about 12 µM
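Cells plated overnight at 1500 cells/well, then exposed to library compounds with dopamine controls for 90 minutes at 37 degrees C. DiscoveRx reagent added for 30–60 minutes at room temperature; luminescence read, quantitative HTS format.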
CCT chaperon mod: High-Throughput Screening for Modulators of Cytosolic Chaperonin Activity; activity change, % (no concentration beside the values), hits read low; purified chaperonin ATPase assay, HTRF ADP detection, 30 min; 0.3% of 360,000 active; AID 651819, 2012; in the data active = activity change below about -30%; also: % is scaled to controls: 0 for no effect and ±100 for the full control effect
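We incubate TRiC, 40 or 20 nM final, with library compounds at 76 uM and 10 uM ATP for 30 min at 37 °C. ADP formed is detected with Transcreener HTRF reagents after 30 min at room temperature.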
Akt phos inh: HTS Assay for Inhibitors of Akt Phophorylation: Primary Screen. 0.32% of 360,000 active. activity change, % for hits at 50 µM. Neuro2A IGF-stimulated pAkt S473 HTRF, 20 min; hits give low values; in the data active = activity change below about -80%; inconclusive = mostly about -51% to -80%; also: % is scaled to controls: 0 for no effect and ±100 for the full control effect
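Single-point screen (50 µM final compound) in Neuro2A cells stimulated 20 min with 6 nM IGF at 37 deg C. After lysis, Ser473-phosphorylated Akt read by HTRF (ex 330 nm, em 615/665 nm) as the 665/615 ratio.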
EPAC2 antag: qHTS for Antagonist of cAMP-regulated guanine nucleotide exchange factor 2 (EPAC2): primary screen | Rap guanine nucleotide exchange factor 4 (Homo sapiens), Q8WZA2 | EPAC2 GEF exchange of Rap1B-BODIPY-GDP, fluorescence | Potency, µM (doses to about 114 µM), for inactives: at the top dose activity, negative = inhibition, usual class: inhibitors | 0.18% of 360,000 active | AID 720708, 2013; also: potency is read from the fitted curve at half-maximal effect; % is scaled to controls: 0 for no effect and ±100 for the full control effect; nearly all actives have a fitted effect of over 45% in size; many of its hits are not listed in these tables
EPAC2 agonist: qHTS for Agonist of cAMP-regulated guanine nucleotide exchange factor 4 (EPAC2): primary screen. EPAC2 activation, biochemical qHTS; response scale: 100% = 6.5 mM cAMP response. Potency, µM (top dose mostly 154 µM), for the others: at the top dose activation, actives largely listed as activators. 0.079% of 360,000 active. AID 720711, 2013; also: potency is read from the fitted curve at half-maximal effect; nearly all actives have a fitted effect of over 50% in size
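In this primary screen, activation is scored as increased exchange of BODIPY-GDP from Rap1B by 100 nM EPAC2, with 50 uM GDP as competitor. Signal is normalized to the 6.5 mM cAMP agonist control.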
Mm-Cpn inhibitor: Inhibitors of TCP-1 ring complex (TRiC) of Methanococcus maripaludis (MmCpn): qHTS; Chaperonin Mm-Cpn (Methanococcus maripaludis); purified Mm-Cpn ATPase, ADP Transcreener TR-FRET; Potency, µM (series often up to 76.9 µM), without a hit: at the top dose activity, negative = inhibition, usual class: inhibitors; 0.031% of 330,000 active; also: potency is read from the fitted curve at half-maximal effect; % is scaled to controls: 0 for no effect and ±100 for the full control effect; nearly all actives have a fitted effect of over 80% in size
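Quantitative HTS used 25 nM Mm-CPN and 10 uM ATP in magnesium/KCl Tris buffer, pH 7.4, with 1 mM DTT. Hydrolysis ran 30 min at 37°C; ADP was read by HTRF.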
PTHR1 agonist: qHTS for PTHR1 Agonists: Primary Screen; HEK293 GP2 PTHR1 cells, GloSensor cAMP luminescence, 1 h; Potency, µM (highest dose often 115 µM), for inactives: at the top dose activation, usual class: activators; 0.075% of 410,000 active; AID 743266, 2014; also: potency is read from the fitted curve at half-maximal effect; nearly all actives have a fitted effect of over 55% in size; some results filed as inactive show a strong effect at the top dose; inactives centre near -15; many of its hits are not listed in these tables
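HEK-293-derived GP2 cells expressing PTHR1 and a GloSensor cAMP reporter, 3,000/well, plated overnight, given luciferin plus IBMX (each 0.5 mM as added) for 1 h at 37 °C, then compound for 1 h at 37 °C. Luminescence was read after 15 min at room temperature.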
* = called active by the depositor; i = inactive; ? = inconclusive; . = no result given; & = joins results of further samples; [ ] = another dose, or the depositor's remark. Unless noted, calls follow the shape of the dose curve; as a rule, active = well fitted curve in the direction sought with a large enough effect; inconclusive = small, poorly fitted or top-dose-only effect, or another doubt; inactive = no such curve, though single readings can be large; an effect the other way counts as inactive or inconclusive. This is a subset; count on the stated rates, not on these rows.

Keys – A = D3 ag; B = D3 antag; C = CCT chaperon mod; D = Akt phos inh; E = EPAC2 antag; F = EPAC2 agonist; G = Mm-Cpn inhibitor; H = PTHR1 agonist
CCOc1ccc(NC(=O)CSc2nc(N)c(-c3ccccc3)c(=O)[nH]2)cc1
  A: -2 | B: -5 | C: -1.8 | D: i | E: -5% | F: 14% | G: -2% | H: ?
O=c1n(-c2ccc(Br)cc2)cnn1-c1ncccc1[N+](=O)[O-]
  A: -2 | B: -26 | C: -3.0 | D: i | E: -4% | F: 11% | G: 1% | H: i
CCNC(=S)N(Cc1cc2c(C)ccc(C)c2[nH]c1=O)C1CCCC1
  A: 3 | B: 3 | C: 1.2 | D: i | E: -2% | F: -4% | G: 0% | H: 6%
CCCCS(=O)(=O)Nc1ccc(Cc2ccncc2)cc1
  A: 4 | B: -5 | C: -0.4 | D: i | E: 0% | F: 4% | G: -2% | H: -13%[57.5 µM]
Cc1cccc(C2c3[nH]c4ccccc4c3CCN2C(=O)c2cc(-c3cccn3C)n[nH]2)n1 (configuration not stated)
  A: -10 | B: 7 | C: -3.3 | D: i | E: -3% | F: 11% | G: -12% | H: -2%
COc1ccc(S(=O)(=O)N(C)CC(=O)Nc2ccccc2SC)cc1
  A: 0 | B: 5 | C: -0.7 | D: i | E: 2% | F: 11% | G: 2% | H: -27%
Cc1cc(C)n(CCN(C)C(=O)c2cc(COc3c(F)cccc3F)on2)n1
  A: 3 | B: -3 | C: 0.0 | D: i | E: 0% | F: 6% | G: 2% | H: i
COc1ccccc1Nc1cc(C(=O)NC2CCCC2)c2ccccc2n1
  A: 5&1 | B: 2 | C: -3.7 | D: i | E: -3% | F: 2% | G: -5% | H: -34%[inhibitor]
O=C(c1cc2nc(-c3ccc(F)cc3)cc(C(F)(F)F)n2n1)N1CCCCC1c1cccnc1 (configuration not stated)
  A: 2 | B: 28 | C: 4.0 | D: i | E: 5% | F: -2% | G: 0% | H: -28%
COc1ccc(-n2c(=O)c3ccccc3n(CC(=O)NC3CCCCC3)c2=O)cc1
  A: 1 | B: 25 | C: -1.1 | D: i | E: 6% | F: 4% | G: 2% | H: i
COc1ccc(C(=O)CC2OC(=O)c3c2ccc(OC)c3OC)cc1 (configuration not stated)
  A: -12 | B: 3 | C: -3.3 | D: i | E: 4% | F: -1% | G: 1% | H: i
O=C(c1c[nH]c(C(=O)C(Cl)(Cl)Cl)c1)c1ccccc1F
  A: 4 | B: 0 | C: -2.9 | D: i | E: -11% | F: 15% | G: 1% | H: i
CCN1CCN(C(c2ccccc2F)c2nnnn2Cc2ccc3c(c2)OCO3)CC1 (configuration not stated)
  A: 0 | B: -15 | C: -2.7 | D: i | E: -3% | F: -6% | G: 2% | H: -3%[57.5 µM]
O=C(O)CCCCCN1C(=O)C(O)=C(C(=O)/C=C/c2ccccc2)C1c1ccccc1[N+](=O)[O-] (configuration not stated)
  A: -8 | B: -16 | C: -0.8 | D: i | E: 0% | F: 9% | G: 2% | H: i
CC(=O)c1c(C)nc(Nc2nc(C)c3cc(C)ccc3n2)nc1C
  A: -1 | B: -8 | C: 1.6 | D: i | E: 0% | F: 3% | G: 1% | H: 29%

Entries of single compounds, looked up by structure. Values in the order: D3 ag, D3 antag, CCT chaperon mod, Akt phos inh, EPAC2 antag, EPAC2 agonist, Mm-Cpn inhibitor, PTHR1 agonist
COc1ccc(S(=O)(=O)N(C)CC(=O)Nc2ccccc2SC)cc1 as listed: 0, 5, -0.7, i, 2%, 11%, 2%, -27%
COc1ccc(C(=O)CC2OC(=O)c3c2ccc(OC)c3OC)cc1 (configuration not stated) as listed: -12, 3, -3.3, i, 4%, -1%, 1%, i

Next part.
Keys – A = D3 ag; B = D3 antag; C = CCT chaperon mod; D = Akt phos inh; E = EPAC2 antag; F = EPAC2 agonist; G = Mm-Cpn inhibitor; H = PTHR1 agonist
O=c1c2oc3ccccc3c2ncn1Cc1ccccc1F
  A: -6 | B: ? | C: -2.4 | D: i | E: 9% | F: -1% | G: 3% | H: -12%
N#CC1=C(N)N(c2ncn[nH]2)C2=C(C(=O)CCC2)C1c1ccccc1 (configuration not stated)
  A: 3 | B: -22 | C: 0.9 | D: i | E: -14% | F: -3% | G: 0% | H: -9%
COc1ccc(OCC(=O)NCCc2c[nH]c3ccccc23)cc1
  A: -1 | B: -15 | C: -0.7 | D: i | E: -11% | F: 6% | G: 4% | H: -6%
Cc1ccc(C(=O)Nc2ccsc2C(=O)O)cc1
  A: -3 | B: -3 | C: -2.6 | D: i | E: 6% | F: 8% | G: -3% | H: i
O=C(CSCc1c(Cl)cccc1Cl)Nc1ccc2c(c1)OCCO2
  A: -2 | B: -1 | C: 1.2 | D: i | E: -16% | F: 21% | G: 0% | H: -62%[inhibitor]
Cc1ccc(OCC(=O)O/N=C(\N)Cc2ccc([N+](=O)[O-])cc2)cc1C
  A: 5 | B: 4 | C: -0.8 | D: i | E: 5% | F: 8% | G: -1% | H: -23%
COC(=O)c1ccc(C(=O)OC)c(NC(=O)C(C)(C)C)c1
  A: 0 | B: 5 | C: -2.4 | D: i | E: -8% | F: 4% | G: ? | H: i
Cc1cccc(NC(=S)NCCSc2ccc(Cl)cc2)c1
  A: -3 | B: -11 | C: -2.9 | D: i | E: -10% | F: 16% | G: 0% | H: -35%[inhibitor]
O=C(CN1C(=O)S/C(=C\C=C\c2ccccc2)C1=O)NC1CCS(=O)(=O)C1 (configuration not stated)
  A: -2 | B: ? | C: -3.2 | D: i | E: -2% | F: 4% | G: 1% | H: i
COc1cccc(OC)c1C(=O)NCCOc1cc(C)cc(C)c1
  A: 1 | B: -8 | C: -6.2 | D: i | E: 5% | F: -10% | G: -8% | H: i
COc1ccccc1C(=O)Nc1ccnn1C1CCN(C/C=C/c2ccccc2)CC1
  A: -32 | B: ? | C: 2.2 | D: i | E: 0% | F: 4% | G: 0% | H: i
CCc1cc2c(SCC(=O)N3CCN(C(=O)c4cccs4)CC3)ncnc2s1
  A: 5 | B: 18 | C: -0.6 | D: i | E: 2% | F: 4% | G: . | H: i
CC1C(=O)N2CCCc3cc(S(=O)(=O)NCc4ccccc4Cl)cc1c32 (configuration not stated)
  A: 4 | B: 11 | C: 1.1 | D: i | E: -4% | F: 6% | G: 1% | H: -7%

A different layout for part of the listing above.
> COc1ccc(OCC(=O)NCCc2c[nH]c3ccccc23)cc1
- D3 ag: -1
- D3 antag: -15
- CCT chaperon mod: -0.7
- Akt phos inh: i
- EPAC2 antag: -11%
- EPAC2 agonist: 6%
- Mm-Cpn inhibitor: 4%
- PTHR1 agonist: -6%

> Cc1ccc(C(=O)Nc2ccsc2C(=O)O)cc1
- D3 ag: -3
- D3 antag: -3
- CCT chaperon mod: -2.6
- Akt phos inh: i
- EPAC2 antag: 6%
- EPAC2 agonist: 8%
- Mm-Cpn inhibitor: -3%
- PTHR1 agonist: i

A second format for some results above:
structure	D3 ag	D3 antag	CCT chaperon mod	Akt phos inh	EPAC2 antag	EPAC2 agonist	Mm-Cpn inhibitor	PTHR1 agonist
N#CC1=C(N)N(c2ncn[nH]2)C2=C(C(=O)CCC2)C1c1ccccc1 (configuration not stated)	3	-22	0.9	i	-14%	-3%	0%	-9%
Cc1ccc(C(=O)Nc2ccsc2C(=O)O)cc1	-3	-3	-2.6	i	6%	8%	-3%	i
COc1ccccc1C(=O)Nc1ccnn1C1CCN(C/C=C/c2ccccc2)CC1	-32	?	2.2	i	0%	4%	0%	i
